IDH1 R132H inh = inhibitors of human IDH1 R132H | actives 0.18% (n = 70,000) | inhibition, % at 10 µM | IDH1 R132H reductase, diaphorase/resazurin fluorescence, 60 min | O75874 | AID 624101; in the data active = inhibition above about 34%;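 also: 0% = DMSO and 100% = no enzyme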
Target sequence (O75874 whole entry R132H): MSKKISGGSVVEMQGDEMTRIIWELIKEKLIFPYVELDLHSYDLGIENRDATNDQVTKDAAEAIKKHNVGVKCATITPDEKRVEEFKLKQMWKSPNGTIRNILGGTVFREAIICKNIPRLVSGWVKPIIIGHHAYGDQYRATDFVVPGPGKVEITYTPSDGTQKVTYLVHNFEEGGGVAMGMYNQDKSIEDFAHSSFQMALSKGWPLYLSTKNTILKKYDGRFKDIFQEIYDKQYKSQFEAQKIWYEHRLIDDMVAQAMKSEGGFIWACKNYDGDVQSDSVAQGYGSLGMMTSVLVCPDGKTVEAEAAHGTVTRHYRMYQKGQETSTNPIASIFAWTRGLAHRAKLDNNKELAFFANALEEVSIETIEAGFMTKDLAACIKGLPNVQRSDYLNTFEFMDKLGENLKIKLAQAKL
PRC2 inh = blocks human EZH2/PRC2 H3K27 methylation; Q15910; DELFIA TRF, 1 h; inhibition, % at 12.5 µM; actives 0.35% (n = 57,000);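 active = mean inhibition of replicates at least 50% and every single replicate also reaching 50%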;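 also: dimethyl H3K27 on biotinylated H3 21-44 peptide detected by antibody; plate controls were median neutral control wells for no effect and median positive control wells for full effect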
* = called active by the depositor; x = no result given. The list is partial; rates above refer to the full screens.

Results follow in this order: IDH1 R132H inh, PRC2 inh
C=C1C(=O)O[C@@H]2C=C(C)[C@@H]3CC[C@@](C)(O)[C@@H]3C[C@H]12
  1.3, -8.4
Cc1ccccc1-c1cnc2c(c1)C(=O)N([C@@H](C)CO)C[C@@H](C)[C@@H](CN(C)CC1CC1)O2
  0.3, -11.8
Cc1ccc(S(=O)(=O)N[C@H]2CC[C@@H](CCn3cc(C4CCCC4)nn3)O[C@@H]2CO)cc1
  -0.1, 8.0
COc1cccc(C(=O)c2oc3ccccc3c2NC(=O)CCc2ccccc2)c1
  0.0, 18.2
CO[C@H]1CN(C)C(=O)c2cc(NC(=O)C3CCC3)ccc2OC[C@@H](C)N(Cc2cccnc2)C[C@H]1C
  0.5, 6.1
C[C@@H]1CN([C@H](C)CO)C(=O)Cc2cc(NC(=O)Nc3ccc(C(F)(F)F)cc3)ccc2O[C@H]1CN(C)C(=O)Nc1cccc2ccccc12
  0.1, x
O=C(O)CCCCCC(=O)N/N=C/c1cccc(Br)c1
  x, 2.7
C[C@@H]1CN([C@@H](C)CO)C(=O)Cc2cc(NC(=O)NC3CCCCC3)ccc2O[C@@H]1CN(C)Cc1ccccc1
  -0.6, -9.8
C[C@@H]1CCCCO[C@@H](CN(C)C(=O)Nc2ccc(F)cc2)[C@@H](C)CN([C@H](C)CO)C(=O)c2cc(NC(=O)Nc3ccc4c(c3)OCO4)ccc2O1
  3.5, x
COC(=O)C(CCCN=C(N)N)NC(=O)CCCc1c(-c2ccccc2)[nH]c2c(F)cc(F)cc12 (centres undefined)
  -0.6, x
C[C@H]1CN([C@@H](C)CO)C(=O)c2cccc(NC(=O)Nc3ccc(F)cc3)c2O[C@@H]1CN(C)Cc1ccc(C(=O)Nc2ccccc2N)cc1
  -0.5, -11.0
COc1ccc(CN(C)C[C@@H]2OCCCC[C@H](C)Oc3ccc(NC(=O)Nc4ccc5c(c4)OCO5)cc3C(=O)N([C@@H](C)CO)C[C@H]2C)cc1
  -0.7, x
CN(C)C(=O)C[C@H]1C=C[C@@H](NC(=O)NC2CCCCC2)[C@@H](CO)O1
  0.0, -0.2
C[C@@H]1CN([C@H](C)CO)C(=O)c2cc(/C=C/c3ccccc3)cnc2O[C@@H]1CN(C)C(=O)Nc1ccccc1F
  -4.9, -19.4
C[C@H]1CN([C@@H](C)CO)C(=O)c2cc(C#Cc3ccccn3)cnc2O[C@H]1CN(C)C(=O)CCN1CCCCC1
  -3.2, -5.1
O=C(C[C@@H]1C[C@H]2c3cc(NC(=O)C4CCOCC4)ccc3O[C@H]2[C@H](CO)O1)NCc1cc(F)ccc1F
  0.3, 10.0
CO[C@H]1CN(C)C(=O)c2cc(NS(C)(=O)=O)ccc2OC[C@H](C)N(C(=O)C2CCC2)C[C@H]1C
  0.1, -0.8
C[C@@H]1CN([C@@H](C)CO)C(=O)c2cc(NC(=O)CCCN(C)C)ccc2O[C@@H](C)CCCCO[C@H]1CN(C)CC1CCCCC1
  x, 0.8
COC(=O)CN1C(=O)CN(c2nc(C)cc(C)n2)C1=O
  -0.1, x
O=C(C[C@H]1C[C@@H]2c3cc(NC(=O)C4CCC4)ccc3O[C@@H]2[C@H](CO)O1)NCc1ccc(Cl)cc1
  -0.3, -6.0
CN1CCN(C(=O)C[C@@H]2CC[C@H](NS(=O)(=O)c3cccc(F)c3)[C@H](CO)O2)CC1
  0.0, 0.6
Cc1cc(N(CC(=O)Nc2ccccc2C(=O)N2CCOCC2)S(C)(=O)=O)ccc1Br
  0.4, -9.9
C[C@@H]1CN([C@H](C)CO)C(=O)c2cc(-c3ccccc3)cnc2O[C@H]1CN(C)C(=O)Nc1ccc2c(c1)OCO2
  -2.6, -1.7
COC(=O)c1c(N)c(C#N)c2n1CCC2
  0.4, -8.2
CN(C)S(=O)(=O)N(CC(=O)Nc1c(F)cccc1F)c1ccccc1
  0.4, 1.9
COc1ccc(S(=O)(=O)Nc2ccc3c(c2)CC(=O)N([C@H](C)CO)C[C@@H](C)[C@H](CN(C)S(=O)(=O)c2ccc(OC)cc2)O3)cc1
  1.3, x
COc1ccccc1S(=O)(=O)N[C@H]1CC[C@@H](CC(=O)NCc2cccc(F)c2)O[C@H]1CO
  -0.3, -1.4
C[C@@H]1CN([C@H](C)CO)C(=O)c2cc(Br)cnc2O[C@H]1CN(C)C(=O)c1ccccc1F
  -0.4, -15.0
O=C(Nc1sc2c(c1C(=O)NCc1ccco1)CCCC2)c1ccc(Cl)cc1Cl
  0.3, x
COc1ccc(S(=O)(=O)Nc2ccc3c(c2)C(=O)N([C@@H](C)CO)C[C@@H](C)[C@@H](CN(C)C)O3)cc1
  1.3, x
CCNC(=O)C[C@@H]1C=C[C@@H](NS(=O)(=O)c2ccc(C)cc2)[C@H](CO)O1
  -0.1, 2.8
C[C@@H]1CN([C@@H](C)CO)C(=O)Cc2cc(NC(=O)Nc3ccccc3)ccc2O[C@@H]1CN(C)Cc1ccncc1
  22.6, 6.5
C[C@H](CO)N1C[C@H](C)[C@H](CN(C)C(=O)Cc2ccncc2)Oc2ncc(C#CCN(C)C)cc2C1=O
  -0.1, x
NC(=O)c1c(NC(=O)Cn2c(=O)oc3ccccc32)sc2c1CCCC2
  -0.3, 3.4
COc1cc(C(=O)Nc2sc3c(c2C(=O)NCc2ccco2)CCCC3)cc(OC)c1OC
  -0.3, 13.8
O=C(NCC[C@H]1CC[C@H](NC(=O)C2CCC2)[C@@H](CO)O1)Nc1ccc(Cl)cc1
  -0.2, -4.6
Cc1noc(C)c1S(=O)(=O)Nc1ccc2c(c1)C(=O)N([C@@H](C)CO)C[C@@H](C)[C@@H](CN(C)C(=O)Nc1ccccc1)OCCCC[C@H](C)O2
  -0.5, x
CCCCn1c(NCc2ccc(OC)cc2O)nc2ccccc21
  -0.2, 0.6
COc1ccc(CNC(=O)C[C@H]2CC[C@@H](NC(=O)Nc3ccc4c(c3)OCO4)[C@@H](CO)O2)cc1
  0.2, 7.9
Cc1ccc(S(=O)(=O)N[C@@H]2CC[C@@H](CCn3cc(-c4cccc(F)c4)nn3)O[C@H]2CO)cc1
  -0.3, -7.1
C[C@H](CO)N1C[C@H](C)[C@H](CN(C)C(=O)CC2CC2)Oc2cc(C3=CCCC3)ccc2S1(=O)=O
  x, 54.8*
CO[C@H]1CN(C)C(=O)c2ccc(NC(=O)Nc3cccc(Cl)c3)cc2OC[C@@H](C)NC[C@H]1C
  0.1, -2.8
CN(C)CC(=O)Nc1ccc2c(c1)[C@H]1C[C@H](CC(=O)N3CCCCC3)O[C@H](CO)[C@H]1O2
  0.1, -10.1
C[C@H]1CN([C@@H](C)CO)C(=O)c2cc(NC(=O)C3CCCCC3)ccc2O[C@@H]1CN(C)C(=O)Nc1ccc(C(F)(F)F)cc1
  1.0, 1.6
CO[C@@H]1CN(C)C(=O)c2ccc(NC(=O)NC(C)C)cc2OC[C@H](C)N(Cc2ccccc2)C[C@H]1C
  0.2, -4.6
C[C@@H]1CN([C@H](C)CO)C(=O)c2cc(-c3ccncc3)cnc2O[C@@H]1CN(C)S(=O)(=O)c1ccc(F)cc1
  -1.5, 10.1
CNC[C@@H]1Oc2cc(-c3ccc(C(=O)N(C)C)cc3)ccc2S(=O)(=O)N([C@@H](C)CO)C[C@H]1C
  0.2, x
CCOC(=O)c1c(NC(=S)NC(C)C2CCCO2)sc2c1CCCC2 (centres undefined)
  0.0, 13.4
C[C@H]1CCCCO[C@@H](CN(C)CC2CCCCC2)[C@@H](C)CN([C@@H](C)CO)C(=O)c2cc(NS(=O)(=O)c3ccc(F)cc3)ccc2O1
  -0.3, x
CO[C@@H]1CN(C)C(=O)c2ccc(NC(C)=O)cc2OC[C@@H](C)N(C(=O)c2ccccc2F)C[C@H]1C
  x, -8.9

The final three records of the section before come first, to join the parts.
Results follow in this order: IDH1 R132H inh, PRC2 inh
CCOC(=O)c1c(NC(=S)NC(C)C2CCCO2)sc2c1CCCC2 (centres undefined)
  0.0, 13.4
C[C@H]1CCCCO[C@@H](CN(C)CC2CCCCC2)[C@@H](C)CN([C@@H](C)CO)C(=O)c2cc(NS(=O)(=O)c3ccc(F)cc3)ccc2O1
  -0.3, x
CO[C@@H]1CN(C)C(=O)c2ccc(NC(C)=O)cc2OC[C@@H](C)N(C(=O)c2ccccc2F)C[C@H]1C
  x, -8.9
O=C(C[C@@H]1CC[C@@H](NC(=O)C2CCC2)[C@H](CO)O1)Nc1nccs1
  0.5, 0.1
Cc1noc(C)c1NC(=O)Nc1ccc2c(c1)C(=O)N([C@@H](C)CO)C[C@H](C)[C@H](CN(C)C(=O)CCCN(C)C)OCCCC[C@H](C)O2
  -0.6, x
C[C@@H]1CN([C@H](C)CO)C(=O)c2cc(NS(=O)(=O)c3cccs3)ccc2O[C@@H](C)CCCCO[C@@H]1CN(C)S(C)(=O)=O
  -0.3, x
COc1cccc(S(=O)(=O)N(C)C[C@@H]2Oc3cc(C#CCN(C)C)ccc3S(=O)(=O)N([C@@H](C)CO)C[C@@H]2C)c1
  -0.4, x
C[C@H](CO)N1C[C@H](C)[C@H](CN(C)Cc2cccc(C(=O)O)c2)Oc2ncc(C#CCc3ccccc3)cc2C1=O
  0.1, x
C[C@@H]1CN([C@H](C)CO)C(=O)c2cc(NC(=O)Nc3ccc(F)cc3)ccc2O[C@H]1CN(C)S(C)(=O)=O
  4.7, 7.4
O=C1O[C@@H](c2ccccc2)[C@@H](c2ccccc2)N2[C@@H](c3ccccc3OCCO)[C@]3(C(=O)Nc4ccc(C#CCCO)cc43)[C@@H](C(=O)N3CCN(c4ncccn4)CC3)[C@H]12
  -0.1, -28.9
O=C(O)C[C@H]1C=C[C@H](NC(=O)c2ccccc2F)[C@@H](CO)O1
  0.3, -0.3
CS(=O)(=O)Nc1ccc2c(c1)[C@@H]1C[C@H](CC(=O)NCCc3ccccc3)O[C@@H](CO)[C@@H]1O2
  -0.5, -4.8
COC(=O)C[C@@H]1C[C@H]2c3cc(NC(=O)NC4CCCC4)ccc3O[C@H]2[C@H](CO)O1
  0.1, 0.1
C/C=C/c1ccc2c(c1)O[C@H](CN(C)CC1CCCC1)[C@@H](C)CN([C@H](C)CO)S2(=O)=O
  -0.5, 11.0
C[C@H](CO)N1C[C@H](C)[C@@H](CN(C)S(=O)(=O)c2ccccc2)Oc2ccc(NC(=O)Nc3ccc4c(c3)OCO4)cc2CC1=O
  -0.4, x
Cn1c(CN2CCCC2)nc2cc(NC(=O)COc3ccc(Cl)cc3)ccc21
  0.4, 7.0
C[C@H](CO)N1C[C@H](C)[C@H](CN(C)C(=O)Nc2ccc(C(F)(F)F)cc2)Oc2ccc(NS(=O)(=O)c3cccs3)cc2CC1=O
  0.6, x
COCC#Cc1cnc2c(c1)C(=O)N([C@@H](C)CO)C[C@@H](C)[C@H](CN(C)C(=O)Cc1ccncc1)O2
  0.8, x
CC(C)CC#Cc1ccc2c(c1)O[C@@H](CN(C)Cc1ccc3c(c1)OCO3)[C@@H](C)CN([C@H](C)CO)S2(=O)=O
  -1.5, 7.8
COc1ccc(NC(=O)N(C)C[C@@H]2Oc3ccc(NS(=O)(=O)c4c(C)noc4C)cc3C(=O)N([C@@H](C)CO)C[C@H]2C)cc1
  -1.8, x
CN(CC(=O)Nc1ccc(Cl)c(Cl)c1)S(=O)(=O)c1ccc(F)cc1
  -0.4, 13.4
COc1ccccc1NC(=O)CSc1nc(-c2ccc(Cl)cc2)cc(C(F)(F)F)n1
  0.3, -9.3
COc1ccc(CNC(=O)C[C@@H]2CC[C@@H](NC(=O)CN(C)C)[C@H](CO)O2)cc1
  0.0, 1.8

Single values from the entries so far:
IDH1 R132H inh, C[C@H](CO)N1C[C@H](C)[C@@H](CN(C)S(=O)(=O)c2ccccc2)Oc2ccc(NC(=O)Nc3ccc4c(c3)OCO4)cc2CC1=O → -0.4
PRC2 inh, COc1ccc(CNC(=O)C[C@@H]2CC[C@@H](NC(=O)CN(C)C)[C@H](CO)O2)cc1 → 1.8
PRC2 inh, CC(C)CC#Cc1ccc2c(c1)O[C@@H](CN(C)Cc1ccc3c(c1)OCO3)[C@@H](C)CN([C@H](C)CO)S2(=O)=O → 7.8

The listing continues.
Results follow in this order: IDH1 R132H inh, PRC2 inh
Cc1ccc(S(=O)(=O)N(C)C[C@@H]2Oc3c(NC(=O)c4cnccn4)cccc3C(=O)N([C@H](C)CO)C[C@@H]2C)cc1
  -0.2, x
COc1ccc([Si](C)(C)[C@@H]2[C@@H](CCn3cc(CCO)nn3)O[C@]3(C(=O)N(Cc4cccc(N5CCOC5=O)c4)c4ccccc43)[C@H]2C)cc1
  x, 21.1
CCCNC(=O)N(C)C[C@@H]1Oc2ncc(-c3ccccc3F)cc2C(=O)N([C@H](C)CO)C[C@H]1C
  -1.7, 3.7
COCCNC(=O)C[C@@H]1C[C@H]2c3cc(NC(=O)CN(C)C)ccc3O[C@H]2[C@@H](CO)O1
  -0.3, -0.4
COc1ccc(NC(=O)N(C)C[C@H]2Oc3ncc(C#CCN(C)C)cc3C(=O)N([C@H](C)CO)C[C@@H]2C)cc1
  -3.7, -2.7
CC(C)C#Cc1ccc2c(c1)O[C@@H](CN(C)C(=O)CN(C)C)[C@@H](C)CN([C@H](C)CO)S2(=O)=O
  9.2, 0.7
COC(=O)C1C(O)CCC2CN3CCc4c([nH]c5ccccc45)C3CC21 (centres undefined)
  0.6, x
CC(C)CC#Cc1ccc2c(c1)O[C@H](CN(C)C(=O)c1cnccn1)[C@@H](C)CN([C@H](C)CO)S2(=O)=O
  -0.6, -8.6
O=C(C[C@H]1C[C@H]2c3cc(NC(=O)C4CCC4)ccc3O[C@H]2[C@H](CO)O1)NC1CCCC1
  0.4, -1.1
CO[C@@H]1CN(C)C(=O)c2ccc(NC(=O)C3CCOCC3)cc2OC[C@H](C)N(C(=O)c2ccccc2)C[C@@H]1C
  -0.1, -1.7
O=C(C[C@@H]1C[C@@H]2c3cc(NC(=O)c4cccnc4)ccc3O[C@@H]2[C@H](CO)O1)NCc1ccccn1
  -0.3, 4.1

Source: PubChem
